# Platelet DG rel: inhibitors of platelet dense granule secretion, primary screen, cell-based, MLPCN, human platelets. human platelet-rich plasma, SFLLRN dense granule ATP release, luminescence. inhibition, %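 (compounds screened at 7.5 µM in platelet-rich plasma)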. 0.22% of 300,000 active. AID 1663, 2009;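 active means mean replicate score, as percent of positive control, at or above 50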
# GSK3B inh: human GSK3beta kinase inhibitors, primary screen, biochemical, cell-free homogeneous, HTS. Glycogen synthase kinase-3 beta (Homo sapiens), P49841. 0.038% of 300,000 active. activity score (negative = inhibition), % at 10 µM. GST-GSK3beta kinase, ADP-Glo luminescence, 60 min; hits give low values;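 active means more than half of replicate wells score below -50%, meaning over 50% inhibition versus plate controls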;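 further: 0% = median DMSO wells and -100% = median GW8510 positive control wells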
# Target sequence (P49841 whole entry, looked up): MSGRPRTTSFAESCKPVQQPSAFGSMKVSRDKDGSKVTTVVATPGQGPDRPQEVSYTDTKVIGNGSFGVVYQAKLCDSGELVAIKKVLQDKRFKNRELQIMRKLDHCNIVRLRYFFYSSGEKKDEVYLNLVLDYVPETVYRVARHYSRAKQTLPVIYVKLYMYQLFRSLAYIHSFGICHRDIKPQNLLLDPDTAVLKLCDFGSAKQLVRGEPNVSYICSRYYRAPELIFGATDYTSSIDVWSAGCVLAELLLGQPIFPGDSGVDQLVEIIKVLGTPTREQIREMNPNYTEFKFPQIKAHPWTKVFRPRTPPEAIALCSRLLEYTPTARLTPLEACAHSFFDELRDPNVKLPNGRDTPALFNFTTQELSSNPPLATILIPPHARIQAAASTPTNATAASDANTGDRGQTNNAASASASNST
#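 Test system: GST-fused GSK3beta enzyme, cell-free | Quantity: 1.6 ng GST-GSK3beta enzyme per well | Reagent: 25 µM ATP with peptide substrate | Schedule: 60 min enzyme reaction, room temperature | Signal: Luminescent ADP-Glo measurement of ADP formed | Read-out basis: Score relative to plate controls | Control set: DMSO and 20 µM GW8510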
# Dyrk1A ADPGlo: rat Dyrk1A kinase inhibitors, primary screen, biochemical, single point, plate reader | ADP-Glo luminescence, NFATc1 peptide | inhibition, % at 12.5 µM | 0.43% of 310,000 active; in the data active means inhibition above about 50%;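 further: plate controls were vehicle with enzyme for no effect and no enzyme for full effect; many of its hits are not listed in these tables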
# HSF1 inh: HSF1 inhibitors in luciferase reporter cells, primary screen, cell-based, NIH3T3, luminescence; NIH3T3-HGL HSE-luciferase, MG132-induced, luminescence 8 h; hits give low values; activity change, negative = inhibition, % at 7.5 µM (by protocol); 0.77% of 300,000 active;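 active means more than half of replicate wells show activity change below -50%, luminescence cut by over half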;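 further: luciferase reports HSF-1 transcriptional activity via heat shock element; 0% = median of DMSO wells and -100% = zero luminescence signal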
# HSF1 activator: HSF-1 activators, primary screen, NIH3T3-HGL cells, MG132 stress, luminescence, single point. NIH3T3-HGL HSF-1 luciferase reporter, 8 h; 100% = twice DMSO control signal. activation, % at 9 µM. 1.7% of 300,000 active;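 active means mean replicate activation of at least 50% with a set share of replicates each reaching 50%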;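 further: 0% = median of the neutral control wells and 100% = twice that signal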
# GSK3A inh: blockers of GSK3A enzyme activity – biochemical, luminescence, cell-free homogeneous, HTS, primary screen. GSK-3 alpha kinase, ADP-Glo luminescence, 60 min. inhibition, % at 10 µM. 0.1% of 320,000 active;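 in the data active means inhibition above about 50%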;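 further: GST-tagged GSK-3 alpha with peptide substrate and 25 µM ATP; 0% = DMSO neutral wells and 100% = GW8510 positive control wells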
# Target sequence (P49840 whole entry, looked up): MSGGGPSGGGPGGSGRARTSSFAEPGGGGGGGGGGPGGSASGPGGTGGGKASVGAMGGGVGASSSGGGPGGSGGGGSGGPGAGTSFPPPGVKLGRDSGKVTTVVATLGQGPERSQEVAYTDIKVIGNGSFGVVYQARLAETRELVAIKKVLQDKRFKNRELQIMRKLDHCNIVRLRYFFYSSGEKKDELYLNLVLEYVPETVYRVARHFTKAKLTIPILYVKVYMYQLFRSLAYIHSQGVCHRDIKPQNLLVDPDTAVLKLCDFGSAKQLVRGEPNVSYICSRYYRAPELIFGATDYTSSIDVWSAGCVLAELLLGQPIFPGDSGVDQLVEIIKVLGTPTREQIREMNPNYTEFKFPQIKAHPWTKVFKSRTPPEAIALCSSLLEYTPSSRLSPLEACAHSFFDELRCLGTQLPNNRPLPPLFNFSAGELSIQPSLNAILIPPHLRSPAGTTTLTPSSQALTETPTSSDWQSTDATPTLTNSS
# IEC-6 tox: cytotoxicity in IEC-6 intestinal epithelial cells, primary screen, cytotoxicity control for KLF5 inhibitor project, cell-based, luminescence; IEC-6 cytotoxicity, luminescence viability; inhibition, % at 5 µM; 0.78% of 290,000 active; AID 1825, 2009; in the data active means inhibition above about 22%;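 further: 0% = plate median of test compound wells and 100% = cytotoxic reference compound wells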
# HSP90 refold inh: HSP90 inhibitors, primary screen, cell lysate, luminescence; inhibition, % at 5.6 µM; 0.91% of 290,000 active; Rabbit reticulocyte lysate, luciferase refolding luminescence, 3 h; AID 1789, 2009;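 active means inhibition above the screen-wide mean plus 3 SD, computed separately per campaign, cut at about 16% in these data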;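 further: 0% = DMSO wells and 100% = 60 µM geldanamycin wells; inhibitors lower the luminescence because luciferase stays unfolded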
# KLF5 inh: KLF5 expression inhibitors, primary screen, DLD-1 cells, luminescence. 0.23% of 290,000 active. DLD-1 KLF5 promoter-luciferase reporter. inhibition, % at 5 µM. AID 1700, 2009;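 active means inhibition above a per-plate limit of that plate's mean compound inhibition plus 3 SD, cut at about 60% in these data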;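 further: 0% = DMSO wells and 100% = LY294002 at 200 µM; higher means less KLF5 promoter-driven luciferase light; inactives centre near -14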
# aSyn UTR inh: MLPCN primary screen, SNCA 5' untranslated region; 0.82% of 300,000 active; AID 1813, 2009; inhibition, % (tested at 7.5 µM); alpha-synuclein 5'UTR reporter, inhibitor activity; in the data active means inhibition above about 60%;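 further: H4 neuroglioblastoma cells stably carrying SNCA 5'UTR luciferase fusion; 0% = DMSO wells and 100% = positive control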
# Active calls of the source: *; / = no result given. These rows are one share of the data (hit frequency here may not be typical).
SMILES,Platelet DG rel,GSK3B inh,Dyrk1A ADPGlo,HSF1 inh,HSF1 activator,GSK3A inh,IEC-6 tox,HSP90 refold inh,KLF5 inh,aSyn UTR inh
CC(=O)Nc1ccc(S(=O)(=O)Nc2c(C)nn(-c3ccccc3)c2C)cc1,-3,2,-4,-3,-12,4,1,0,8,11
CCCCN(CC)CCCNC(=O)CC1Oc2ccccc2NC1=O (stereo not drawn),2,3,-1,-9,9,0,8,8,4,8
Cn1cccc1CC(=O)N/N=C/c1cc([N+](=O)[O-])ccc1Cl,-1,-3,-3,-7,-9,0,2,-2,15,-35
CCCCC(=O)Nc1ccccc1N1CCN(c2ccc(F)cc2)CC1,2,-2,-5,5,11,1,-16,2,-8,19
C/C(=N\Nc1nncc2ccccc12)c1ccc(C(C)(C)C)cc1,17,-24,-4,8,32,-2,-3,0,-171,-84
COc1ccc(Cn2nc(-c3ccccc3)c(N3CCCCC3)cc2=O)cc1,8,-7,-1,2,18,-1,-3,8,-38,5
S=C(NCCc1ccccn1)Nc1ccccc1Cl,-1,2,0,-6,14,/,4,3,-35,-12
OCCC1CN(Cc2ccccc2O)CCN1CCc1ccccc1 (stereo not drawn),0,4,3,1,-1,2,1,-1,-4,-37
COc1ccc(-n2nc3c(c2NC(=O)c2ccc4c(c2)OCO4)CS(=O)(=O)C3)cc1,-10,-4,-3,0,-4,-1,0,1,3,-2
CCCc1nnc(NC(=O)C2CCN(C(=O)c3ccco3)CC2)s1,5,1,3,2,13,-2,3,0,-28,-16
CCOC(=O)c1ccccc1NS(=O)(=O)c1ccc(OCC)cc1,1,-2,4,-9,-15,0,9,-7,26,-14
NNC(=O)c1n[nH]c(=O)c2ccccc12,-9,-1,-6,1,-2,-3,-1,11,12,7
Cc1ccc(O)c(C(=O)c2cc(C#N)c(=O)n(-c3c(C)n(C)n(-c4ccccc4)c3=O)c2)c1,-12,1,-4,-4,-2,-1,-5,1,-16,18
COc1ccc(N/C=C\C(=O)c2ccc3c(c2)OCO3)cc1,15,1,-4,9,13,-3,1,0,-51,-264
COc1ccc(CCNC(=O)CCc2nnc(Cc3ccc4c(c3)OCO4)o2)c(OC)c1,8,1,-2,-6,3,-2,-4,-3,-46,11
CCCCCCCNC(=O)C1(CC2CC(c3cccc(Br)c3)=NO2)CCN(C(=O)C2CCCC2)CC1 (stereo not drawn),1,-3,-3,0,4,-3,/,/,/,18
COc1ccc(NCc2ccc(OC)c(OC)c2)cc1,4,3,/,-1,13,0,-4,-3,-40,-105
Cc1ccc(CNC(=O)c2cc(Cl)cc(Cl)c2)n1C,5,-3,-5,-3,1,-2,0,-2,-4,16
O=C(CN1C(=O)c2ccccc2C1=O)NCc1ccncc1,-6,3,-4,1,-1,-3,1,-4,2,-7
C=C1c2ccccc2NC(=S)N1Cc1ccc2c(c1)OCO2,-4,-2,-2,20,47,1,7,7,-68,-99
NC(=O)C1CC(=O)N(c2ccc(OCC(=O)NCc3ccccc3)cc2)C1 (stereo not drawn),11,-1,-11,5,-2,-1,0,-3,-5,-6
COCCCNC(=S)N/N=C/c1ccc(O)cc1,9,3,/,6,-8,5,6,3,-8,-12
O=C(COC(=O)c1ccc2c(c1)OCO2)NCc1ccc(Cl)cc1,0,-2,2,-5,-6,0,6,3,8,4
COc1ccc(CCNC(=O)c2cc(-c3cc(C)c(C)cc3O)n[nH]2)cc1OC,1,-1,3,-1,8,0,0,-1,-31,31
Cc1nn(-c2cc(Cl)ccc2Cl)c(C)c1C(=O)O,-2,5,-5,-2,-7,0,-3,0,-44,10
# Further entries
SMILES,Platelet DG rel,GSK3B inh,Dyrk1A ADPGlo,HSF1 inh,HSF1 activator,GSK3A inh,IEC-6 tox,HSP90 refold inh,KLF5 inh,aSyn UTR inh
Cc1cc2nncn2c(Cc2ccccc2)n1,-28,-1,3,-7,-15,1,-5,-1,6,5
O=C(CSc1nncs1)Nc1nnc(-c2ccccc2)o1,-5,-1,9,-3,6,11,-6,5,-41,-6
CC(C)(C)c1ccc(/C=C2\SC(=O)N(CCNC(=O)c3cccc(S(=O)(=O)N4CCOCC4)c3)C2=O)cc1,12,1,-5,-63*,-70,-2,8,21*,-35,-89
CCn1c(C(C)NC(=O)c2cccc(C)c2)n[nH]c1=S (stereo not drawn),6,2,-3,5,-2,-1,0,-2,-33,12
CCC(=O)Oc1ccc(C(=O)Nc2cccc(C(=O)c3ccccc3)c2)cc1,18,4,8,3,22,15,2,-3,-32,-48
Oc1ccc(CNCC2COc3ccccc3O2)cc1 (stereo not drawn),2,1,6,1,6,-2,0,-1,-20,-30
COc1ccc(/C=C2\SC(=S)N(CC3CCCO3)C2=O)cc1 (stereo not drawn),12,-5,/,10,16,0,1,0,8,-89
Nn1c(SCC(=O)Nc2ccc(F)cc2)nnc1C1CCCCC1,2,1,3,3,15,-3,8,-1,-15,18
O=C(O)COc1ccc(/C=N/NC(=O)/C(=C/C=C/c2ccccc2)NC(=O)c2ccccc2)cc1,2,3,7,6,19,-2,9,0,-13,5
N#Cc1nc(COc2ccccc2Cl)oc1N1CCCC1,-2,-2,/,7,14,-8,5,4,-6,12
COc1ccc(CN2CC(C(N)=O)Oc3ccccc32)cc1F (stereo not drawn),2,/,7,3,7,-2,-3,0,13,15
O=C(CSc1nc(-c2ccccc2)nc2ccc(F)cc12)Nc1cccc(C(=O)O)c1,-18,5,-4,-4,-10,-1,2,-6,-7,9
C[n+]1nc(Nc2ccccc2)sc1-c1ccc(O)cc1,0,-1,-8,-3,-20,9,-3,17*,11,15
Cc1ccccc1NC(=O)C1C2CCC(O2)C1C(=O)O (stereo not drawn),-3,1,-5,4,-5,0,4,3,32,13
O=C(Nc1nnc(CC2=CCCCC2)s1)c1cccs1,0,-2,1,11,23,-3,1,1,-24,-93
CCC[n+]1c2ccccc2cc2ccccc21,-15,-3,9,-14,-7,1,4,1,3,-32
CC(=O)c1cccc(NC(=O)N2CCCC2C(=O)Nc2c(C)cccc2C)c1 (stereo not drawn),3,0,16,-7,13,-1,-2,3,-17,-1
O=C(NCCNC(=O)c1ccco1)c1ccco1,-5,-3,2,-4,16,-2,1,4,-8,10
CC(C)[C@H](NC(=O)OCc1ccccc1)C(=O)OCc1cc(=O)oc2cc(O)ccc12,-3,-3,3,13,22,-2,4,-2,-21,5
OC(COc1cc(Cl)c(Cl)cc1Cl)CN1CCN(c2ncccn2)CC1 (stereo not drawn),0,2,6,-3,-2,-2,-7,-1,-4,25
CN(CC(=O)Nc1sccc1C#N)C1CCCCC1,0,0,-4,0,-15,4,-9,3,0,-1
O=C(CC(Nc1ccc(Cl)cc1Cl)C(=O)O)c1ccccc1 (stereo not drawn),-16,3,1,-89*,-91,-6,-3,25*,9,-44
COc1ccc([C@H]2[C@H](C(=O)OC(C)(C)C)N3N=Cc4ccccc4C3C23C(=O)c2ccccc2C3=O)cc1OC (stereo partly drawn),-8,1,-1,1,2,-1,-4,3,1,11
Cc1noc(C)c1COC(=O)CCCOc1ccc(Cl)cc1Cl,0,1,-3,-1,0,1,1,3,-5,18
COc1ccc(-c2csc(NC(=O)c3ccc(S(=O)(=O)N4CCc5ccccc5C4)cc3)n2)cc1,5,0,-1,-8,1,3,4,5,9,-23
# Other records follow.
SMILES,Platelet DG rel,GSK3B inh,Dyrk1A ADPGlo,HSF1 inh,HSF1 activator,GSK3A inh,IEC-6 tox,HSP90 refold inh,KLF5 inh,aSyn UTR inh
O=C1CCC(C(=O)Nc2ccccc2)N1 (stereo not drawn),-4,0,8,-5,0,1,0,1,-18,15
CNC(=O)c1[nH]cnc1C(=O)Nc1ccc(F)cc1,18,3,1,4,10,0,0,-4,-39,-5
O=C1CC(c2ccc(Cl)c(Cl)c2)CC(O)=C1C=NCCN1CCNCC1 (stereo not drawn),1,1,/,-4,4,/,0,-1,0,25
CCC(C)NC(=O)COc1ccc(OCc2ccccc2)cc1 (stereo not drawn),5,2,1,-1,1,0,-1,-1,-40,-10
Fc1cccc(Cl)c1CSc1nnc(-c2ccncc2)o1,0,-34,37,14,15,57*,3,-1,-92,-109
COC(=O)Cn1c(O)c(N=NC(=O)CNC(=O)COc2cccc(C)c2)c2ccccc21,2,2,-5,3,10,1,4,0,-3,10
COC(=O)Nc1nn(Cc2ccccc2F)cc1Br,1,-1,2,-4,1,-2,1,-4,-40,5
CC(=O)c1cccc(N(C(=O)c2ccccn2)C(C(=O)NC2CCCCC2)c2ccccc2)c1 (stereo not drawn),-2,-2,-8,4,9,0,7,8,2,-9
COc1cc2c(cc1OC)C(COc1cc(C)cc(C)c1)N(C(C)=O)CC2 (stereo not drawn),-6,0,-1,-4,0,-1,3,-3,-21,16
CCOC(=O)[C@@H]1[C@H]2COc3cc(OC)ccc3[C@@H]2N2C(=O)N(c3ccc(F)cc3)C(=O)[C@]12C,4,-4,9,-1,4,-3,-6,0,-14,25
COc1ccc(CN(CC2CCC(C(=O)O)CC2)C(=S)Nc2ccccc2OC)cc1 (stereo not drawn),0,-1,-1,0,4,-4,-1,0,-13,-6
CCN1C(=O)c2ccccc2S(=O)c2ccc(C(=O)NCCN(CC(C)C)CC(C)C)cc21 (stereo not drawn),2,1,3,1,6,-2,-2,-3,-2,7
CN1CCN(CC(=O)Nc2cc(N3CCOCC3)ccc2[N+](=O)[O-])CC1,-19,-1,4,5,6,3,5,0,2,-7
CCC1(c2ccccc2)NC(=O)N(CC(=O)Nc2nnc(C3CC3)s2)C1=O (stereo not drawn),8,-3,/,-3,0,-2,11,1,-5,13
CN1[C@@H]2CC[C@H]1CC(OC(=O)c1c[nH]c3ccccc13)C2 (stereo partly drawn),0,-2,18,-9,1,-1,/,/,/,18
CCN(CC)S(=O)(=O)c1ccc2c(c1)nc(CCC(=O)Nc1ccc(N3CCOCC3)cc1)n2C,6,0,/,-10,-8,-2,-10,3,-9,-15

# Only Dyrk1A ADPGlo, for three of the compounds above:
smiles,Dyrk1A ADPGlo
COc1ccc(CN(CC2CCC(C(=O)O)CC2)C(=S)Nc2ccccc2OC)cc1 (stereo not drawn),-1
CCN1C(=O)c2ccccc2S(=O)c2ccc(C(=O)NCCN(CC(C)C)CC(C)C)cc21 (stereo not drawn),3
CN1CCN(CC(=O)Nc2cc(N3CCOCC3)ccc2[N+](=O)[O-])CC1,4

# Whole records from above. Screens in order: Platelet DG rel | GSK3B inh | Dyrk1A ADPGlo | HSF1 inh | HSF1 activator | GSK3A inh | IEC-6 tox | HSP90 refold inh | KLF5 inh | aSyn UTR inh
# Listed for CCN1C(=O)c2ccccc2S(=O)c2ccc(C(=O)NCCN(CC(C)C)CC(C)C)cc21 (stereo not drawn) : 2 | 1 | 3 | 1 | 6 | -2 | -2 | -3 | -2 | 7
# Listed for CCC(C)NC(=O)COc1ccc(OCc2ccccc2)cc1 (stereo not drawn) : 5 | 2 | 1 | -1 | 1 | 0 | -1 | -1 | -40 | -10

# Screens deposited in PubChem by several laboratories.
